ER stress surv: protection against thapsigargin ER stress killing – CSM14.1 cells, ATP luminescence, primary screen; CSM14.1 thapsigargin ER stress survival; relative survival (cellular ATP), % at 15 µg/mL (by protocol); 0.33% of 48,000 active;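 active = survival measured by cellular ATP above 50% at 15 µg/ml in the first screen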;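 note: cell death triggered by about 15 µM thapsigargin; ATP read 24 h after thapsigargin was added; plate controls were thapsigargin with DMSO for no effect and DMSO without thapsigargin for full effect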
The depositor's hits bear a star. Some of the compounds tested, so the mix of outcomes need not match the whole.

Structure	ER stress surv
O=[N+]([O-])c1ccc(C2SCCN2S(=O)(=O)c2ccc3cccc4c3c2CC4)cc1 (stereo unspecified)	6.2
Oc1cnc(Nc2nc3ccccc3s2)[nH]1	3.2
COc1ccc(/C=N/Nc2cc(-n3nc(C)cc3C)nc(C)n2)cc1	4.5
N/C(=N\OC(=O)CCc1ccccc1)c1ccc([N+](=O)[O-])cc1	0.9
O=C(CN(Cc1ccccc1)S(=O)(=O)c1ccccc1)Nc1ccc(Oc2ccccc2)cc1	6.0
CCOC(=O)c1c(N)sc(C(=O)N2CCCC(C(N)=O)C2)c1C (stereo unspecified)	-2.6
COc1cc(/C=C2\C(=O)NN(c3ccccc3)C2=O)cc(OC)c1	3.4
CC(C)(C)C1(C)OC(O)(C(Cl)(Cl)Cl)CC1=O (stereo unspecified)	-3.1

Structure	ER stress surv
CCCC(C)NS(=O)(=O)c1ccccc1 (stereo unspecified)	1.4
COc1ccc(N2C(=O)C=C(Nc3ccccc3)C2=O)cc1	0.7
Cc1cc(C)c(NC(=O)C(C)Sc2nc3ccc(N4C(=O)c5ccccc5C4=O)cc3s2)c(C)c1 (stereo unspecified)	21.9
CC(C)Oc1ccccc1NS(=O)(=O)c1ccccc1[N+](=O)[O-]	2.0
Cc1nn(C(=O)c2ccc(F)cc2)c(C)c1Sc1ccccc1	9.7
S=C(NCc1cccnc1)Nc1ccc(Cl)cc1Cl	-6.7
Cc1ccccc1C(=O)NN1C(=O)/C(=C\c2ccco2)SC1=S	10.0
COc1ccc(C(=O)CSc2nnc(-c3cccc(Br)c3)o2)cc1	10.1

Structure	ER stress surv
COc1ccc(N2C(=O)/C(=C/c3ccc(-c4ccccc4[N+](=O)[O-])o3)SC2=S)cc1	6.1
CCOc1ccccc1C=NN1CCN(c2ccc(Cl)cc2)CC1	1.8
COc1ccc(N(CC(=O)NCCc2ccc(OC)c(OC)c2)S(=O)(=O)c2ccccc2)cc1	1.3
Cc1ccccc1C(=O)NCC1CCCO1 (stereo unspecified)	-1.4
O=C(CSc1ccccc1)Nc1cccc([N+](=O)[O-])c1	-4.2
COC(=O)C1=C(C)NC(=O)NC1c1ccc(OCC(N)=O)cc1 (stereo unspecified)	-1.0
Cc1ccc(CCC(=O)Nc2ccc(Cl)cc2)o1	-3.6
COc1ccc(S(=O)(=O)N2CCN(C(=O)c3cccs3)CC2)cc1	12.8

2 compounds picked at random from the list so far, as already listed:
Structure	ER stress surv
CCOC(=O)c1c(N)sc(C(=O)N2CCCC(C(N)=O)C2)c1C (stereo unspecified)	-2.6
S=C(NCc1cccnc1)Nc1ccc(Cl)cc1Cl	-6.7

More compounds.
Structure	ER stress surv
COc1ccc(OC)c(S(=O)(=O)NCc2ccco2)c1	0.6
CCC(=O)CC(c1ccccc1)C1C(=O)NC(=O)NC1=O (stereo unspecified)	-0.2
COc1ccccc1/C=N/N=C1/NC(=O)C(Cc2ccc(C)cc2)S1 (stereo unspecified)	-3.1
CCOc1cc(OCC)cc(C(=O)Nc2ccccn2)c1	-6.5
CN1CCN(Cc2c(O)ccc3cc(-c4ccccn4)c(=O)oc23)CC1	-1.1
CC(=O)N1CCCC1C(=O)Nc1ccc(C)cc1 (stereo unspecified)	1.9
CCN(CC)CC1OCc2ccccc2CO1	10.8
CC(=O)/C=C1\NC(C)(C)Cc2ccccc21	0.0

Structure	ER stress surv
O=C(NC1CCCCC1)c1c(F)cccc1F	1.8
CCCCC1CCC(c2nc(-c3ccccn3)no2)CC1 (stereo unspecified)	1.7
CCOP(=O)(CC(=O)NNC(=O)Nc1ccccc1)OCC	18.1
Cc1cc(/C=C2/NC(=S)NC2=O)c(C)n1-c1ccc(N2CCOCC2)cc1	3.6
COc1cc(N/N=C/c2ccncc2)ncn1	5.1
COc1ccc(COc2ccc3c(C)cc(=O)oc3c2)cc1	7.9
COc1ccc(C(=O)Nc2cc(Cl)ccc2Cl)cc1NC(=O)C(c1ccccc1)c1ccccc1	4.4
Cn1cc(C(=O)N/N=C/C=C(\Br)c2ccccc2)ccc1=O	-13.2

Structure	ER stress surv
CC1=C(C(=O)OC(C)C)C(c2ccc(O)c([N+](=O)[O-])c2)C2=C(CC(C)(C)CC2=O)N1 (stereo unspecified)	-2.1
COc1ccc(NC(=O)CC2CCC2)cc1	7.4
Cc1cccc(OCc2nc(-c3ccc([N+](=O)[O-])cc3)no2)c1	10.9
O=C1CC(c2cccs2)c2ccc3ccccc3c2N1 (stereo unspecified)	4.5
COC(=O)C(=C/C=C/N(C)C)C(=O)OC	-1.3
N#Cc1cccc(N=Cc2ccc(OCc3ccccc3)cc2)c1	20.5
O=C(NC(=S)N1CCCCCC1)c1ccc(Br)cc1	7.4
COc1ccc(-c2nn(-c3ccccc3)cc2/C=C/C(=O)c2ccccc2)cc1Br	-1.0

Structure	ER stress surv
COc1ccc(Br)cc1C(=O)Nc1ccccc1O	-1.8
CC(=O)O/N=C1\Sc2ccccc2C1=O	10.0
COc1ccc(S(=O)(=O)Nc2ncccc2Cl)cc1	-4.3
Cc1ccc(C2C(=O)c3ccccc3C2=O)c(C)c1C	-4.2
CC1(C)CC(=O)C=C(Nc2ccc3c(c2)CCC3)C1	-2.3
COc1cc(/C=C2\SC(N)=NC2=O)cc(OC)c1	-1.5
CCOC(=O)c1c(NC(=O)c2cc(OC)c(OC)c(OC)c2)sc2c1CCC(C)C2 (stereo unspecified)	5.4
Cc1cccc(NC(=O)c2cc3ccccc3oc2=O)n1	5.3

Structure	ER stress surv
CCc1ccc(C(=O)O/N=C(\N)c2ccccn2)cc1	-4.5
Cc1cc([N+](=O)[O-])ccc1-c1ccc(C(=O)Nc2cc(Cl)cc(Cl)c2)o1	1.9
O=C(c1cccc(I)c1)N1CCN(c2ccccn2)CC1	-0.9
COc1ccc2c(c1)C(=O)/C(=C/c1cccc(I)c1)CC2	8.3
Cc1cc2c(cc1C)-c1nnc(-c3ccco3)n1C(C)(C)C2	8.9
O=C1c2ccccc2C(=O)N1c1ccc2nc(SCc3ccc([N+](=O)[O-])cc3)sc2c1	5.4
CC(C)=C1C2C=CC1C1C(=O)NC(=O)C21 (stereo unspecified)	1.6
C[n+]1ccc2c(c1)ncn2Cc1ccccc1	7.6

Structure	ER stress surv
O=C(O)c1ccc(S(=O)(=O)c2ccc3c(c2)C(=O)N(c2ccc(O)c(C(=O)O)c2)C3=O)cc1	3.0
Cc1ccc(C(=O)N/C(=C/c2ccc(-c3ccc(Cl)cc3)o2)C(=O)NC(C)C)cc1	1.1
O=[N+]([O-])c1ccc(S(=O)(=O)N2CCCCCC2)cc1	4.1
CCn1c2ccccc2c2cc(NC(=O)c3cccnc3)ccc21	21.4
Cc1csc(-c2cc3ccc(OCc4c(F)c(F)c(F)c(F)c4F)cc3oc2=O)n1	9.5
NC(=O)c1cc2nc(-c3ccco3)cc(C(F)(F)F)n2n1	-6.8
O=C(Nc1ccc2nn(-c3ccc(F)cc3)nc2c1)c1cccc(Br)c1	-0.8
COc1ccc(N(CC(=O)Nc2cc(C)ccc2C)S(C)(=O)=O)cc1	19.8

The final six records of the section above come first, to join the parts.
Structure	ER stress surv
O=[N+]([O-])c1ccc(S(=O)(=O)N2CCCCCC2)cc1	4.1
CCn1c2ccccc2c2cc(NC(=O)c3cccnc3)ccc21	21.4
Cc1csc(-c2cc3ccc(OCc4c(F)c(F)c(F)c(F)c4F)cc3oc2=O)n1	9.5
NC(=O)c1cc2nc(-c3ccco3)cc(C(F)(F)F)n2n1	-6.8
O=C(Nc1ccc2nn(-c3ccc(F)cc3)nc2c1)c1cccc(Br)c1	-0.8
COc1ccc(N(CC(=O)Nc2cc(C)ccc2C)S(C)(=O)=O)cc1	19.8
Cc1cc(C)cc(OCC(=O)NCC(C)CN(C)C)c1 (stereo unspecified)	-0.1
COc1ccc(C2CC(=O)C3=C(C2)Nc2ccccc2NC3c2cccs2)cc1 (stereo unspecified)	4.8
N#Cc1c(N)n(-c2cccc(O)c2)c2nc3ccccc3nc12	6.4
Cc1csc(NC(=O)c2ccc(-c3ccc(Cl)cc3Cl)o2)n1	-2.7
COC(=O)c1cc(C(=O)NC2CCSC2=O)cc([N+](=O)[O-])c1 (stereo unspecified)	9.1
CC(=O)Nc1ccc(/C=N/c2nc3c(C)cc(C)cc3s2)cc1	-3.3
Cc1cc2nc3s/c(=C/c4ccc(-c5cc([N+](=O)[O-])ccc5Cl)o4)c(=O)n3c2cc1C	4.4
CCCCOc1cccc(C(=O)Nc2ccc(N3CCN(C(C)=O)CC3)cc2)c1	6.6

Structure	ER stress surv
COc1ccc(-c2cc(C(=O)Nc3ccccc3F)c3ccccc3n2)c(OC)c1	10.2
COc1ccccc1C(=O)Nc1ccc(-c2cc3ccccc3oc2=O)cc1	5.4
O=C(CCN1C(=O)S/C(=C\c2ccccc2)C1=O)Nc1ccccc1	5.2
Cc1nc(-c2ccccc2)nc2nc(-c3ccccc3)nc(C)c12	1.0
CC(=O)N(C)c1ccc(NC(=O)c2cccs2)cc1	-3.3
COc1ccc(C=NCC2OCCc3ccccc32)c(OC)c1 (stereo unspecified)	2.0
CCOC(=O)C(C(C)=O)c1cc(NS(=O)(=O)c2ccc(C)cc2)c2ccccc2c1NS(=O)(=O)c1ccc(C)cc1 (stereo unspecified)	3.9
Cc1nn(-c2ccccc2)c(C)c1/C=N/NC(=O)CSc1nc2ccccc2[nH]1	1.1

Exported with each value named: 2 of the compounds above
SMILES: O=C(CCN1C(=O)S/C(=C\c2ccccc2)C1=O)Nc1ccccc1
- ER stress surv: 5.2

SMILES: Cc1nc(-c2ccccc2)nc2nc(-c3ccccc3)nc(C)c12
- ER stress surv: 1.0

Going on with the list:
Structure	ER stress surv
Cc1cc(NC(=O)c2cc(-c3ccc(C(C)C)cc3)nc3ccccc23)no1	-23.7
Cc1ccc(CC2CC(=O)N(CCc3ccc4c(c3)OCO4)C2=O)cc1 (stereo unspecified)	11.1
CCCCOc1ccc(-c2nc(-c3ccccc3Cl)no2)cc1	-0.4
COc1ccc(C2SCC(=O)N2CCN2CCCCC2)cc1 (stereo unspecified)	1.4
COc1ccc(C(=O)CN2C3=NCCCN3c3ccccc32)cc1OC	-5.9
CC(=O)COc1ccc2c(C(F)(F)F)cc(=O)oc2c1	6.2
Cc1ccc(C(=O)Nc2ccc(Cl)cn2)cc1[N+](=O)[O-]	-1.3
COC(=O)C1=C(C)NC2=C(C(=O)CC(c3cccs3)C2)C1c1cc(OC)c(OC)c(OC)c1 (stereo unspecified)	11.5

Structure	ER stress surv
CCOC(=O)c1c(C)oc2cc(Br)c(OCC)cc12	1.7
COc1ccccc1NC(=O)C1=C(C)NC(=O)NC1c1ccccc1F (stereo unspecified)	4.0
CSc1nc2sc3c(c2c(=O)[nH]1)CCCC3	4.8
N#C/C(=C/c1ccc(-c2ccc(S(N)(=O)=O)cc2)o1)C(=O)Nc1ccccc1	6.3
NS(=O)(=O)c1cccc(NC(=O)Cc2ccccc2)c1	-3.2
Clc1ccc(-c2ncnn2-c2ccccc2Cl)cc1	13.8
O=C(Nc1cc(Oc2ccccc2)cc([N+](=O)[O-])c1)c1cccc(Cl)c1	10.5
COc1ccc(NC(=O)Cc2ccc(Br)cc2)cc1	7.9

Structure	ER stress surv
CN1CCN(Cn2c(O)c(N=NC(=O)c3cccnc3)c3ccccc32)CC1	-2.9
CCn1c(SCC(=O)N/N=C/C=C/c2ccccc2)nc2ccccc21	9.0
CNC(=O)c1c(NC(C)=O)sc2c1CCCCC2	-1.6
COc1cc(/C=C2/SC(=S)N(C)C2=O)ccc1OCCOc1ccc(Br)cc1	9.4
CCOC(=O)c1c(C)oc2ccc(NS(=O)(=O)c3cc(Cl)ccc3Cl)cc12	8.1
Cc1cc2nc(-c3ccc(C)c(NC(=O)c4ccc([N+](=O)[O-])cc4)c3)oc2cc1C	10.4
COc1cc(C2C3=C(CC(C)(C)CC3=O)NC3=C2C(=O)CC(C)(C)C3)ccc1OCc1ccc(Cl)cc1	8.2
N#CC1=C(N)Oc2cc(N)ccc2C1C1CCCCC1 (stereo unspecified)	2.3

Structure	ER stress surv
Cc1cc(NC(=O)c2cc3nc(-c4ccccc4)cc(-c4ccccc4)n3n2)no1	7.4
Cc1cc(=O)oc2cc(OC(=O)c3ccccc3)cc(OC(=O)c3ccccc3)c12	-1.4
COc1ccc(Cl)cc1C(=O)Nc1cccc(C)c1	0.2
COc1cc(/C=N/NC(N)=O)ccc1OCC(=O)N1CCCCC1	4.4
CCOc1cc(/C=C2/SC(=S)N(C)C2=O)cc(Br)c1OCCOc1cccc(C)c1	14.7
Cc1cccc(C(=O)NNC(=O)c2ccc(O)cc2O)c1	8.3
O=c1/c(=C/c2cn(CCOc3ccc(Br)cc3)c3ccccc23)sc2nc3ccccc3n12	-1.8
Cc1ccc(OCc2nnc(NC(=O)Nc3ccc(Cl)c(Cl)c3)s2)cc1	-3.3

Structure	ER stress surv
Cc1cc(OCC(=O)Nc2c(C)cc(Br)cc2C)ccc1Cl	-0.8
CCOC(=O)Cc1csc(NC(=O)COc2ccc(-c3ccccc3)cc2)n1	2.8
O=C(CN(c1cccc(Cl)c1)S(=O)(=O)c1ccccc1)N1CCc2ccccc2C1	12.5
O=C(/C=C/c1cccc([N+](=O)[O-])c1)Nc1ccc(N2CCOCC2)cc1	3.1
CCOc1ccc(/C=C2/SC(=S)NC2=O)c(OCC)c1	3.9
O=C(COc1ccccc1[N+](=O)[O-])Nc1ccc(Cc2ccncc2)cc1	-1.3
COc1ccc(/C(C)=N/NC(=O)c2n[nH]c3c2CCCC3)cc1OC	7.8
Cc1cccc(N2C(=O)C3C(C2=O)N2C(c4ccco4)C4C(=O)N(c5cccc(C)c5)C(=O)C4N2C3c2ccco2)c1 (stereo unspecified)	17.0
CCCCOc1ccc(NC(=O)c2cc3cc(Br)ccc3oc2=O)cc1	-2.3
CCOc1cc(C(=O)NC2CC2)cc(OCC)c1OCC	5.9
